Source: PubChem (National Center for Advancing Translational Sciences (NCATS))
MCF10A rereplic – A quantitative high throughput screen for small molecules that induce DNA re-replication in MCF 10a normal breast cells; AID 624296, 2012; Potency, µM (top dose mostly 46.1 µM), without a hit: at the highest dose activity, positive = re-replication, hits mostly activators; actives 2.9% (n = 350,000); MCF 10A DNA re-replication, Hoechst nuclear intensity, 48 h; also: potency is read from the fitted curve at half-maximal effect; % of control where 0% means no effect; nearly all actives have a fitted effect of over 50% in size
ATXN2 expr inh – Primary qHTS for Inhibitors of ATXN expression; AID 1745845, 2022; actives 0.72% (n = 360,000); HEK-293 ATXN2-luciferase reporter, luminescence, 24 h; Potency, µM (highest dose often 57 µM), for inactives: at the top dose activity change, negative = inhibition, hits mostly inhibitors; also: potency is read from the fitted curve at half-maximal effect; % is scaled to controls: 0 for no effect and ±100 for the full control effect; nearly all actives have a fitted effect of over 55% in size
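ATXN2-luciferase reporter cells (luciferase flanked by upstream and downstream ATXN2 gene portions) were treated 24 h at 37 °C with compounds at up to 57 uM. SteadyGlo luminescence gave expression; GF-AFC fluorescence gave viability.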
HepG2 viability – qHTS for Inhibitors of TGF-b: Cytotox Counterscreen; HepG2 CAGA-GFP viability, ATP luminescence, 18 h; Potency, µM (doses to about 46.1 µM), for the others: at the highest dose activity change, negative = cytotoxicity, hits mostly cytotoxic; actives 0.76% (n = 410,000); AID 588856, 2011; also: potency is read from the fitted curve at half-maximal effect; some results filed as inactive show a strong effect at the top dose
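HepG2 CAGA-GFP cells (1000/well, DMEM with 1% FBS) received compound, then TGF-beta at 500 pg/mL final, and were incubated 18 hours at 37 degrees C. Viability was read by CellTiter-Glo luminescence. Media-only wells were set as complete cell-killing and DMSO as no toxicity.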
IL1B secr inh – qHTS for Inhibitors of Inflammasome Signaling: IL-1-beta AlphaLISA Primary Screen; activity change, % at 57.5 µM; THP-1 LPS/ATP IL-1B secretion, AlphaLISA, 16 h; stronger effect = lower value; AID 743279, 2014; actives 4.7% (n = 360,000); in the data active = activity change below about -50%; inconclusive = mostly about -30% to -49%; also: % is scaled to controls: 0 for no effect and ±100 for the full control effect
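THP-1 cells pretreated 1 hr with compounds (up to 57.5 uM final), then stimulated with LPS (250 ng/mL final) plus ATP (1.25 mM final); secreted IL-1B measured by AlphaLISA after 16 hr, decreased signal indicating inhibition.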
S2 tox – Viability Counterscreen for Primary qHTS for Inhibitors of ATXN expression; S2 cells (HEK-293 line with an ATXN2-luciferase reporter) viability, CellTiter-Fluor protease fluorescence, 24 h; Potency, µM (series often up to 56.7 µM), usual class: cytotoxic; actives 0.49% (n = 400,000); also: potency is read from the fitted curve at half-maximal effect; nearly all actives have a fitted effect of over 40% in size
A549 viability – Nrf2 qHTS screen for inhibitors: counterscreen for cytotoxicity. A549 ARE-Fluc cells, CellTiter-Fluor viability, 18-24 h. Potency, µM (series often up to 46 µM), without a hit: at the top dose activity change, negative = cytotoxicity, usual class: inhibitors. actives 0.16% (n = 390,000); also: potency is read from the fitted curve at half-maximal effect; % is scaled to controls: 0 for no effect and ±100 for the full control effect
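A549 ARE_Fluc cells in 5% FBS OPTI-MEM were exposed to compounds in concentration-response for 18-24 h at 37 deg C. Viability was read by CellTiter-Fluor fluorescence (Ex 405/Em 525) after 30 min, before the luciferase read.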
Nrf2 ARE act – qHTS of Nrf2 Activators | AREc32 ARE-luciferase reporter (MCF7-derived line), luminescence, 24 h | Potency, µM (titrated, usually from 46.1 µM), inactives show at the highest dose activation, hits mostly activators | actives 0.31% (n = 410,000) | AID 624171, 2012; also: potency is read from the fitted curve at half-maximal effect; % of control where 0% means no effect; nearly all actives have a fitted effect of over 65% in size
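Quantitative high-throughput format: AREc32 reporter cells, 1000 per well, received compound by pin transfer and were incubated 24 hr at 37 deg C, 5% CO2, before Steady-Glo luminescence detection.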
Nrf2 inh – Nrf2 qHTS screen for inhibitors | actives 2.1% (n = 360,000) | Potency, µM (highest dose often 46 µM), without a hit: at the top dose activity change, negative = inhibition, hits mostly inhibitors | A549 ARE-Fluc reporter, luciferase luminescence, 18-24 h | AID 504444, 2011; also: potency is read from the fitted curve at half-maximal effect; % is scaled to controls: 0 for no effect and ±100 for the full control effect; nearly all actives have a fitted effect of over 60% in size
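Concentration-response testing used A549 ARE_Fluc cells at 5000 cells/well. Following an 18-24 h compound incubation, viability was read by fluorescence (Ex 405/Em 525) and luciferase output by luminescence.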
TGFb SMAD3 inh – qHTS for Inhibitors of TGF-b | actives 1.2% (n = 410,000) | HepG2 CAGA-GFP TGF-b/SMAD3 reporter, GFP fluorescence, 18 h; TGF-beta stimulated, 500 pg/mL final | Potency, µM (top dose mostly 46.1 µM), for inactives: top-dose activity, negative = inhibition, hits mostly inhibitors; also: potency is read from the fitted curve at half-maximal effect; % is scaled to controls: 0 for no effect and ±100 for the full control effect; nearly all actives have a fitted effect of over 65% in size
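Inhibition of TGF-beta-driven CAGA-GFP reporter expression in HEPG2 cells is measured by cellular GFP fluorescence after 18 h stimulation with 500 pg/mL recombinant TGF-beta in 1% FBS medium at 37 degrees C.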
Numbers without * were called inactive; i = inactive; ? = inconclusive; . = no result given; [ ] = remark or other dose. Unless noted, calls follow the shape of the dose curve; as a rule, active = well fitted curve in the direction sought with a large enough effect; inconclusive = small, poorly fitted or top-dose-only effect, or another doubt; inactive = no such curve, though single readings can be large; an effect the other way counts as inactive or inconclusive. Random draw from the library; overall some 8.8% were active at least once.

SMILES	MCF10A rereplic	ATXN2 expr inh	HepG2 viability	IL1B secr inh	S2 tox	A549 viability	Nrf2 ARE act	Nrf2 inh	TGFb SMAD3 inh
CCN=C1SC(CC(=O)NC2CCCCC2)C(=O)N1CC (stereo not given)	-3%	5%	8%	10	i	3%	-0.5%	17%	-9%
CNC(=O)COC(=O)/C=C/c1cn(-c2ccccc2)nc1-c1ccc2c(c1)OCCO2	-7%	.	-10%	0	i	3%	0.0%	-4%	-1%
COc1ccc(NC(=O)CC(c2ccc(F)cc2)c2ccc(OC)cc2)cc1 (stereo not given)	-17%	-13%	-3%	-14	i	-3%	-0.4%	-13%	-10%
CC(=O)c1c(C)[nH]c(C(=O)OCCOc2ccccc2)c1C	-1%	-21%	-4%	18	i	-18%	-0.9%	?	?
Cc1ccc2nc(NC(=O)c3ccc4c(c3)OCO4)sc2c1	3%	2%	-8%	-15	i	4%	-0.5%	?	1%
CC(C)(C)c1ccc(C(=O)NCC(=O)OCC(=O)Nc2nc(-c3ccc(F)cc3)cs2)cc1	5%	19%	-27%	-10	i	-1%	3.3%	3%	?
Cc1cccc(C(=O)Nc2ccc(Oc3cnccn3)cc2)c1	1%	2%	-3%	-1	i	0%	0.4%	12%	-7%
COc1ccc(F)cc1S(=O)(=O)N1CCC(C(N)=O)CC1	-7%	-3%	-4%	3	i	-4%	-0.5%	-12%	-4%
COc1ccc(Nc2nc(Nc3ccc(OC)cc3)nc(-n3[nH]c(=O)c(C)c3C)n2)cc1	?	-22%	-23%	0	i	?	10%	?	0%
CCCCN(C)C(=O)c1ccc(Nc2nc(C(N)Cc3ccc(C(F)(F)F)cc3)cs2)nc1 (stereo not given)	.	-1%	11µM*	-30	32µM*	.	-2.7%	.	?
CSc1ccccc1NS(=O)(=O)c1cccc2nonc12	-3%	5%	-6%	0	i	-5%	0.3%	2%	-20%
O=C(CCc1ccccc1)Nc1cccc(S(=O)(=O)N2CCOCC2)c1	1%	.	-4%	-3	i	-7%	0.3%	-5%	2%
CCOc1ccc(-c2nc(C#N)c(N3CCN(CC)CC3)o2)cc1	-1%	-13%	-25%	-14	i	-5%	-0.5%	-6%	0%
CCCC1CCC(=NNC(=O)CNc2ccc(OC)cc2)CC1 (stereo not given)	-71%[inhibitor]	4%	-36%	0	i	1%	0.0%	4%	-12%
Cc1nnc(SCC(=O)Nc2nnc(-c3ccccc3)o2)s1	0%	-4%	-23%	-8	i	-2%	0.2%	14%	0%
CCOc1ccc(CCNC(=O)c2cccc(Nc3nc4ccccc4nc3-n3nc(C)cc3C)c2)cc1OCC	.	-4%	1%	.	i	-2%	0.5%	6%	8%
Cc1cc(C)c(-c2cc(C(F)(F)F)no2)c(=O)[nH]1	-11%	4%	5%	0	i	-4%	0.5%	-20%	23%
O=C(CN1C(=O)c2ccccc2S1(=O)=O)N1CCc2ccccc2C1	0%	-33%	-26%	10	i	-8%	-1.2%	.	-8%
CC(=O)Nc1ccc(NC(=O)CSc2nnnn2C2CCCCC2)cc1	5%	-2%	1%	34	i	-8%	0.2%	-1%	2%
O=C(NC(=S)Nc1cccc(NC(=O)c2ccc(Cl)cc2Cl)c1)c1cccs1	11%	-9%	-9%	2	i	1%	4.6%	-9%	?
CCOC(=O)Cc1csc(SCC(=O)c2c(N)n(CC(C)C)c(=O)n(C)c2=O)n1	?	-26%	-5%	11	i	?	-0.6%	?	14%
CC(=O)Oc1ccc(C(=O)Nc2ccccc2C(=O)N2CCCC2)cc1	8%	-3%	-3%	4	i	13%	-1.5%	-22%	3%
O=C(NC1CC(=O)N(c2ccc(F)cc2)C1)N1CCN(C(=O)c2ccco2)CC1 (stereo not given)	8%	0%	7%	-9	i	1%	-0.2%	10%	19%
CCCc1cc(C(=O)N2CCN(c3ccccc3C)CC2)cs1	?	1%	-26%	-3	i	-5%	-0.7%	1%	-16%
Clc1ncnc2scc(C3COc4ccccc4O3)c12 (stereo not given)	?	-5%	-34%	-55*	?	.	?	7%	?
O=C1NC[C@@H](Cc2cccc3ccccc23)N(CC2CCCCC2)C1=O	30%	6%	-25%	?	i	-8%	0.5%	6%	-22%
O=C(CSc1nnc(NC(=O)c2ccco2)s1)NC1CCCCC1	0%	4%	-9%	-9	i	?	0.0%	0%	36%[activator]
CC(C)(C)C(=O)[C@@H]1[C@@H]2C(=O)N(C3CCCCC3)C(=O)[C@@H]2[C@H]2c3ccccc3C=CN12	?	.	-27%	-13	.	-2%	4.5%	-1%	?
O=C(NCC1CCCN(C(=O)c2cscn2)C1)c1ccccc1Cl (stereo not given)	0%	0%	4%	7	i	-3%	0.6%	?	2%
O=C(CN1C(=O)C(=O)N(C2CCCC2)C1=O)Nc1ccc(OC(F)F)cc1	3%	3%	9%	-8	i	1%	-0.7%	15%	2%
Cc1cccc(NC(=O)COC(=O)CC2CCCC2)c1C	6%	-7%	-7%	-1	i	6%	-0.1%	0%	-3%
O=C(NCc1ccc2c(c1)OCO2)c1ccc2c(c1)N(Cc1ccccc1)C(=O)c1ccccc1S2=O (stereo not given)	.	5%	0%	.	?	17%	-0.1%	1%	3%
CCOC(=O)Cn1c(S(=O)(=O)Cc2ccccc2Cl)nc(-c2ccccc2)c1-c1ccccc1	?	-6%	-8%	-8	i	5%	-0.7%	.	13%
CCNS(=O)(=O)c1ccc(CCC(=O)Nc2cc(Cl)ccc2Oc2ccccc2)cc1	5%	?	-32%	?	?	-18%	2.8%	?	?
O=C(Nc1ccc(Cl)cc1)Nc1cnccn1	-2%	21%	-11%	-7	i	-1%	10%	11%	?
O=C(NCCn1cc(SCc2ccc(C(F)(F)F)cc2)c2ccccc21)c1ccccc1F	.	?	-29%	.	?	-8%	1.3%	?	?
CCCCNc1c(-c2ccc(OC)c(Sc3ccc(OC)cc3)c2)nc2ccc(Cl)cn12	?	2%	-1%	?	i	-26%	0.6%	?	0%
COc1ccc(CNC(=O)CN(C(=O)c2cc3sccc3n2C)C2CCCC2)cc1	-9%	-21%	-15%	?	i	-9%	0.4%	-13%	-5%
O=c1[nH]c2ccc(NCc3ccccc3F)cc2[nH]1	.	6%	3%	.	i	5%	7.6%	10%	?
COc1cc2c(cc1OC)CN(CC(=O)Nc1ccc(C)c(C)c1)CC2	-4%	-1%	-23%	-5	i	3%	0.0%	-22%	-1%
CCOc1ccc(C(=O)NC(=S)Nc2ccccc2N2CCOCC2)cc1Br	4%	7%	10%	-14	i	9%	3.8%	12%	-15%
CC1CC(C)CN(C(=O)COC(=O)CCCN2C(=O)c3cccc4cccc(c34)C2=O)C1 (stereo not given)	3%	1%	1%	1	i	1%	2.5%	3%	-5%
COc1ccc(C2=NCCn3nc4cc([N+](=O)[O-])ccc4c32)cc1	17%	-2%	-3%	7	i	2%	5.6%	2%	-10%
CN(C)S(=O)(=O)c1cccc(C(=O)c2nccn2C)c1	-2%	6%	-36%	8	i	-3%	0.3%	5%	-15%
COc1ccc(OC)c(NC(=O)CSc2nnc(CNC(=O)c3ccco3)o2)c1	?	-26%	-3%	20	?	-4%	0.5%	16%	-2%

Filtered by structure: the compounds so far with a CF3 group.
SMILES	MCF10A rereplic	ATXN2 expr inh	HepG2 viability	IL1B secr inh	S2 tox	A549 viability	Nrf2 ARE act	Nrf2 inh	TGFb SMAD3 inh
CCCCN(C)C(=O)c1ccc(Nc2nc(C(N)Cc3ccc(C(F)(F)F)cc3)cs2)nc1 (stereo not given)	.	-1%	11µM*	-30	32µM*	.	-2.7%	.	?
Cc1cc(C)c(-c2cc(C(F)(F)F)no2)c(=O)[nH]1	-11%	4%	5%	0	i	-4%	0.5%	-20%	23%
O=C(NCCn1cc(SCc2ccc(C(F)(F)F)cc2)c2ccccc21)c1ccccc1F	.	?	-29%	.	?	-8%	1.3%	?	?

Later entries
SMILES	MCF10A rereplic	ATXN2 expr inh	HepG2 viability	IL1B secr inh	S2 tox	A549 viability	Nrf2 ARE act	Nrf2 inh	TGFb SMAD3 inh
CCCS(=O)(=O)C(=C(Nc1ccccc1)Nc1ccccc1)S(=O)(=O)CCC	?	-1%	-24%	27	i	7%	-0.2%	-11%	-2%
O=C(Nc1ncc(Cc2cccc(Cl)c2)s1)C1=NCCN1	-3%	-28%	-25%	-4	i	1%	-0.8%	?	?
COc1cc(Cl)c(C)cc1NC(=O)c1ccc2c(Cl)c3c(nc2c1)CCC3	.	5%	10%	.	i	-1%	-0.5%	2%	14%
Cc1cc(C)c(C)c(S(=O)(=O)N2CCC(C(=O)Nc3ccccc3N3CCOCC3)CC2)c1C	18%	12%	5%	-7	i	8%	0.2%	?	-3%
CCC(C)(C)NC(=O)Cc1ccc(Cl)cc1	5%	-10%	-18%	-13	i	9%	1.5%	4%	-3%
C=CCn1c(SCC(=O)NCc2ccccc2)nnc1-c1cc(Br)ccc1O	21%	-19%	-12%	-2	i	-14%	0.0%	-36%	-22%
COc1ccccc1N1CCN(/N=C/c2cc(Br)ccc2F)CC1	?	27%	-1%	-7	i	8%	3.4%	4%	5%
COc1ccc(C(=O)OCC(=O)NC2CCCC2)c(OC)c1	1%	.	-3%	14	i	6%	6.3%	23%	1%
Cc1cccc(N2CCN(C(=O)Cc3ccc(-n4c(=O)[nH]c5ccsc5c4=O)cc3)CC2C)c1 (stereo not given)	-4%	-2%	3%	-16	i	-1%	0.3%	-20%	-3%

For convenience, part of the list above:
SMILES	MCF10A rereplic	ATXN2 expr inh	HepG2 viability	IL1B secr inh	S2 tox	A549 viability	Nrf2 ARE act	Nrf2 inh	TGFb SMAD3 inh
COc1ccc(C(=O)OCC(=O)NC2CCCC2)c(OC)c1	1%	.	-3%	14	i	6%	6.3%	23%	1%
Cc1cccc(N2CCN(C(=O)Cc3ccc(-n4c(=O)[nH]c5ccsc5c4=O)cc3)CC2C)c1 (stereo not given)	-4%	-2%	3%	-16	i	-1%	0.3%	-20%	-3%
